OX1R antagonist: antagonists of human orexin 1 receptor. O43613. inhibition, % at 5 µM. CHO/OX1R cells, Fluo-8 calcium fluorescence, orexin A. actives 0.43% (n = 330,000). AID 434989;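 active means inhibition above its plate's threshold, mean inhibition of all tested compounds on the plate plus 3 SD, cut at about 37% in these data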;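 further: 0% = orexin A challenge wells and 100% = SB-334867-A antagonist wells; not every result past the cut was called active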
Target sequence (O43613 whole entry, looked up): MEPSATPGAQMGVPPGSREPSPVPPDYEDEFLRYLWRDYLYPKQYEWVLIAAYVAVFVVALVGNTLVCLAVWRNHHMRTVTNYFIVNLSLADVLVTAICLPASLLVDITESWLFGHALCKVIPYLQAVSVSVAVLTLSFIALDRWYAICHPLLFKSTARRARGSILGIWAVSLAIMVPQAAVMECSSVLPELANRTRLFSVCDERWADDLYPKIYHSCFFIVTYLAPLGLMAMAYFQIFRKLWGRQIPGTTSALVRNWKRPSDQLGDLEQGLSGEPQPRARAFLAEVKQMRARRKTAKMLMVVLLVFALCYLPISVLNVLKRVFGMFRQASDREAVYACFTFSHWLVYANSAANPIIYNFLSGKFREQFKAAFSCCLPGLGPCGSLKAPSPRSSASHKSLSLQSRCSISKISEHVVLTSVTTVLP
CHT allo act: allosteric activators of human choline transporter CHT; Q9GZV3; actives 0.49% (n = 310,000); B-score at 10 µM; CHT-expressing cells, membrane potential dye, choline EC20; stronger effect = higher value; LV-AA mutant CHT in HEK293 cells;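 active means initial fluorescence not abnormally high and integrated response B-score, plate-corrected, over 3 SD above library mean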
Target sequence (Q9GZV3 whole entry, looked up): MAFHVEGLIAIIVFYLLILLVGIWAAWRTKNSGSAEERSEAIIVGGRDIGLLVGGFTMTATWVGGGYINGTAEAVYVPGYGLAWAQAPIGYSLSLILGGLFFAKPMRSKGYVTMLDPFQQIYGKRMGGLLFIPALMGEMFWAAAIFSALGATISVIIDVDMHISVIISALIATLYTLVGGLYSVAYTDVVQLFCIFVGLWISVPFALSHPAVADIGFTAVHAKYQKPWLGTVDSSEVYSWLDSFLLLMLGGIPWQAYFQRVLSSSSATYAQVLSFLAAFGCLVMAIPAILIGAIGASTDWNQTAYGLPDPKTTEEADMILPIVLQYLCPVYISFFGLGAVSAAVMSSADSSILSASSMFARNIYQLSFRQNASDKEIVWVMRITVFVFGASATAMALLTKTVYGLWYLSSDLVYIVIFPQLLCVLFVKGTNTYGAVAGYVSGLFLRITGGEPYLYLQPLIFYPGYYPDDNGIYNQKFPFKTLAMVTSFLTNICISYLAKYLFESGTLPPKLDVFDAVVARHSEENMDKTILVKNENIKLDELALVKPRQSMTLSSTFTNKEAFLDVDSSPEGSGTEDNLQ
* hit, by the source's call.

Screening COC(=O)C1=C[C@@H](C(=O)OC)[C@@H]2C3=C(C(=O)[C@@]2(C)NC(=O)c2ccccc2)[C@H](c2ccccc2)[C@@H]2C(=O)NC(=O)[C@@H]2[C@@H]3C1 returned OX1R antagonist -15 and CHT allo act inactive.
Cc1cc(C(=O)N/N=C\c2ccc(COc3ccc([N+](=O)[O-])cc3)o2)ccc1[N+](=O)[O-] was read as OX1R antagonist 4 and CHT allo act inactive.
`O=C(COC(=O)c1ccc(CNS(=O)(=O)c2ccc(F)c(Cl)c2)cc1)NC1CCCCCCC1` gave OX1R antagonist 19 and CHT allo act inactive.
CC(C)(C)C(=O)Nc1ccc(C(=O)OC2CCCCC2)cc1 was read as OX1R antagonist -3 and CHT allo act inactive.
COc1ccc(C(=O)CN2CCN(CCN3C(=O)c4cccc5cccc(c45)C3=O)CC2)cc1 was read as OX1R antagonist -32 and CHT allo act inactive.
For O=C(COC(=O)c1ccc(F)c(S(=O)(=O)N2CCOCC2)c1)Nc1ccc2[nH]c(=O)[nH]c2c1 the results were OX1R antagonist 20.
For ClC(Cl)(Cl)c1nc2ccccc2n2nncc12 the results were OX1R antagonist -23 and CHT allo act inactive.
Oc1ccc(N2CCN(c3ccnc4cc(Cl)ccc34)CC2)cc1 was read as OX1R antagonist -15 and CHT allo act inactive.
`Cc1nc(NS(=O)(=O)c2ccccc2)sc1C(C)(C)C` gave OX1R antagonist -4 and CHT allo act inactive.
For COc1ccc(CC(=O)N(C)CC(=O)Nc2ccccc2Cl)cc1S(=O)(=O)N1CCOCC1 the results were OX1R antagonist -16.
Screening CCN(CC)CCCN(Cc1cc2cc3c(cc2[nH]c1=O)OCCO3)C(=O)Nc1ccccc1 returned OX1R antagonist -23 and CHT allo act inactive.
`N#CCN1CCCC(C(N)=O)C1` (stereo not given) gave OX1R antagonist 17 and CHT allo act inactive.
`COCCNC(=O)c1c(N)sc2c1CCCC2` gave OX1R antagonist -29 and CHT allo act inactive.
For COc1ccc(C(CNC(=O)c2cc3ccccc3o2)N2CCCCC2)cc1 (stereo not given) the results were OX1R antagonist -28 and CHT allo act inactive.
For CCN(CC)CCn1c(N)cc(=O)[nH]c1=O the results were OX1R antagonist -20 and CHT allo act inactive.
`Cc1ccc(NC(=O)c2cc([N+](=O)[O-])ccc2NCc2cccnc2)cc1Cl` gave OX1R antagonist -14 and CHT allo act inactive.
`CN(C)c1ccc(/C=N/NC(=O)c2ccnn2C)cc1` gave OX1R antagonist 12 and CHT allo act inactive.
COc1ccc2[nH]cc(C(=O)CN3CCN(C4CCCCC4)CC3)c2c1 was read as OX1R antagonist -17 and CHT allo act inactive.
`C[C@@H](NC(=O)c1nc[nH]c1C(=O)NC1CCN(C(=O)OC(C)(C)C)CC1)c1ccccc1` gave OX1R antagonist -35.
Screening CS(=O)(=O)c1ccccc1C(=O)Nc1cccc2ncccc12 returned OX1R antagonist 5 and CHT allo act inactive.
`CC1CCCN(C(=O)CSc2nnc(-c3cccnc3)n2C2CCCCC2)C1` (stereo not given) gave OX1R antagonist -17 and CHT allo act inactive.
`CC(=O)N(C)c1ccc(NC(=O)Cc2cccc3ccccc23)cc1` gave OX1R antagonist -10 and CHT allo act inactive.
For CCOC(=O)c1ccc(-n2c(CCC(=O)O)ccc2-c2ccccc2)cc1 the results were OX1R antagonist -30 and CHT allo act inactive.
Screening Cc1ccccc1OCC(=O)Nc1ccc2c(c1)n(C)c(=O)n2C returned OX1R antagonist -7 and CHT allo act inactive.
Screening COc1ccc(C(=O)Nc2ccc(S(=O)(=O)Nc3cnc4ccccc4n3)cc2)cc1 returned OX1R antagonist -4 and CHT allo act inactive.
COCC(C)n1c(C)cc(C(=O)COC(=O)C2=NN(c3ccccc3)C(=O)CC2)c1C (stereo not given) was read as OX1R antagonist -13 and CHT allo act inactive.
Screening Cc1cccc(NC(=O)c2cc(-c3ccco3)nc3ccccc23)n1 returned OX1R antagonist -24 and CHT allo act inactive.
`O=C(CN1C(=O)NC(Cc2c[nH]c3ccccc23)C1=O)Nc1cccc(S(=O)(=O)N2CCOCC2)c1` (stereo not given) gave OX1R antagonist -8 and CHT allo act inactive.
For Cc1ccc(-c2csc(NC(=O)C[n+]3cc(-c4ccc(C)cc4)n4c3CCC4)n2)cc1 the results were OX1R antagonist -18 and CHT allo act inactive.
COc1ccc(N2CCN(C(=O)CN(C)S(=O)(=O)c3ccc4c(c3)c(=O)n(C)c(=O)n4C)CC2)cc1 was read as OX1R antagonist -22 and CHT allo act inactive.
O=C(NC1CCCCC1)c1cccnc1Sc1ccccc1 was read as OX1R antagonist -14 and CHT allo act inactive.
`OCCC1CN(CCCc2ccccc2)CCN1Cc1ccc(F)cc1` (stereo not given) gave OX1R antagonist -20 and CHT allo act inactive.
CCCN(CC(=O)Nc1ccccc1OC)C(=O)c1ccc(=O)[nH]c1 was read as OX1R antagonist 1 and CHT allo act inactive.
Screening COc1ccc(OC)c(NC(=O)CCc2nnc3ccc(NCc4ccco4)nn23)c1 returned OX1R antagonist -6 and CHT allo act inactive.
For O=C(COC(=O)COc1ccccc1)Nc1ccc(Cl)cn1 the results were OX1R antagonist -10.
Screening COC(=O)c1[nH]c2ccc(C)cc2c1NC(=O)CN1CCN(c2ccccc2)CC1 returned OX1R antagonist -15 and CHT allo act inactive.
For CCOc1ccccc1N1CCN(C(=O)c2cccs2)CC1 the results were OX1R antagonist -20 and CHT allo act inactive.
For CCCOc1ccc(-c2nn(-c3ccccc3)cc2/C=C2\SC(=S)N(C3CCS(=O)(=O)C3)C2=O)cc1 (stereo not given) the results were OX1R antagonist -36 and CHT allo act inactive.
For O=C(CCNc1ccc(Cl)c(C(F)(F)F)c1)c1ccco1 the results were OX1R antagonist -12 and CHT allo act inactive.
Screening CNS(=O)(=O)c1cccc(C(=O)OCC(=O)NCc2ccccc2)c1 returned OX1R antagonist -14 and CHT allo act inactive.
For COc1ccc(CCNC(=O)c2c(C)noc2C)cc1 the results were OX1R antagonist -17 and CHT allo act inactive.
For O=C(CSc1nnc(NC2CCCCC2)s1)NCc1ccco1 the results were OX1R antagonist -14 and CHT allo act inactive.
`CCOC(=O)C1=C(COC(=O)[C@H](C)NS(=O)(=O)c2ccc(NC(C)=O)cc2)NC(=O)NC1C` (stereo not given in full) gave OX1R antagonist 6.
For CSCC[C@H](NC(=O)OC(C)(C)C)c1nnc(SCc2cccc(F)c2)o1 the results were OX1R antagonist -25 and CHT allo act inactive.
Screening Cc1nc2ccc(Br)cn2c1C(=O)N/N=C\c1ccccc1[N+](=O)[O-] returned OX1R antagonist -19 and CHT allo act inactive.
`CCN(CC)C(=S)SCC(=O)Nc1nc(-c2ccccc2)c(-c2ccccc2)o1` gave OX1R antagonist -15 and CHT allo act inactive.
For CO/C=C/C#CC1(O)CCN(C)CC1 the results were OX1R antagonist 7 and CHT allo act inactive.
Screening Cc1cccc(CNC(=O)Cn2ccc3cc(S(=O)(=O)N4CCCCCC4)ccc32)c1 returned OX1R antagonist 1 and CHT allo act inactive.

Structures listed so far containing a tert-butyl group:
CC(C)(C)C(=O)Nc1ccc(C(=O)OC2CCCCC2)cc1 was read as OX1R antagonist -3 and CHT allo act inactive.
`Cc1nc(NS(=O)(=O)c2ccccc2)sc1C(C)(C)C` gave OX1R antagonist -4 and CHT allo act inactive.
`C[C@@H](NC(=O)c1nc[nH]c1C(=O)NC1CCN(C(=O)OC(C)(C)C)CC1)c1ccccc1` gave OX1R antagonist -35.
For CSCC[C@H](NC(=O)OC(C)(C)C)c1nnc(SCc2cccc(F)c2)o1 the results were OX1R antagonist -25 and CHT allo act inactive.

More results:
For CCCCNC(=O)COC(=O)c1ccc(C)c(NC(=O)c2ccco2)c1 the results were OX1R antagonist -27 and CHT allo act inactive.
For O=C(O)c1cc(-n2nnnc2SCc2ccc([N+](=O)[O-])cc2)ccc1Cl the results were OX1R antagonist 7 and CHT allo act inactive.
`COc1cccc(CNC(=O)COC(=O)CN2C(=O)NC3(CCCCC3C)C2=O)c1` (stereo not given) gave OX1R antagonist -29.
For CC(C)CC(OC(=O)c1nsc(Cl)c1Cl)C(=O)NC1CCCC1 (stereo not given) the results were OX1R antagonist -27 and CHT allo act inactive.
Screening Cc1cc(=O)oc(C)c1C(=O)OCC(=O)c1ccc(Cl)cc1 returned OX1R antagonist -9 and CHT allo act inactive.
`COCCN(C(=O)c1cc(Cl)nc2ccccc12)c1c(N)n(Cc2ccccc2)c(=O)[nH]c1=O` gave OX1R antagonist -15.
Screening COc1ccc(NC(=O)CN2C(=O)C(=O)N(C3CCCC3)C2=O)c(OC)c1 returned OX1R antagonist -7.
`CCn1c(SCc2cccc(F)c2)nnc1-c1ccncc1` gave CHT allo act inactive.
O=C(COc1ccccc1)OCC(=O)N1CCCc2ccccc21 was read as OX1R antagonist -12 and CHT allo act inactive.
COc1ccc(CN2CN(c3ccc(Cl)cc3)C(=O)N(n3cnnc3)C2)cc1 was read as OX1R antagonist -17 and CHT allo act inactive.
For O=C(NC(c1ccccc1)c1c(O)ccc2ccccc12)c1ccccc1Cl (stereo not given) the results were OX1R antagonist -17 and CHT allo act inactive.
Screening O=C(c1cc(=O)[nH]c2ccccc12)N1CCc2ccccc2C1 returned OX1R antagonist -7 and CHT allo act inactive.
`CS(=O)(=O)Nc1ccc(C2=NN(C(=O)c3ccco3)C(c3ccco3)C2)cc1` (stereo not given) gave CHT allo act inactive.
CCN(C(=O)CN1C(=O)NC2(CCc3ccccc32)C1=O)C1CCS(=O)(=O)C1 (stereo not given) was read as OX1R antagonist -4.
`COc1ccc(CCNC(=O)COC(=O)C2CC2C)cc1OC` (stereo not given) gave OX1R antagonist 3.
For Cc1cccc2c(=O)c(-c3ccc(Cl)cc3)c(NC(=O)c3ccco3)oc12 the results were OX1R antagonist -22 and CHT allo act inactive.
For CCCNC(=O)c1ccc(N2CCC3(CC2)CC(c2cccc(Br)c2)=NO3)c([N+](=O)[O-])c1 the results were OX1R antagonist 7 and CHT allo act inactive.
Screening CCN(CC(=O)NCC(=O)Nc1cccc(C)c1C)Cc1ccccc1 returned OX1R antagonist -11 and CHT allo act inactive.
Screening CN1C(N)=NC(=O)/C1=C/c1ccccc1F returned OX1R antagonist -7 and CHT allo act inactive.
CC(C)c1ccc(/C=C2\C(=O)N(CCN3CCOCC3)C(=S)N2C)cc1 was read as OX1R antagonist -8 and CHT allo act inactive.
Screening COc1ccc(S(=O)(=O)N2CCC(C(=O)NCc3cccnc3)CC2)cc1OC returned OX1R antagonist -15 and CHT allo act inactive.
`CCOc1ccc(NC(=O)CN(C)C(=O)c2cccnc2Sc2ccc(C)c(C)c2)cc1OCC` gave OX1R antagonist -17 and CHT allo act inactive.
`CCn1cnc2cc(NC(=O)c3cccs3)ccc21` gave OX1R antagonist -3 and CHT allo act inactive.
For OC(COCc1cccs1)CN1CCCCCC1 (stereo not given) the results were OX1R antagonist -21 and CHT allo act inactive.

Reprinted from the part before: 7 compounds; new compounds follow.
Screening CCN(CC(=O)NCC(=O)Nc1cccc(C)c1C)Cc1ccccc1 returned OX1R antagonist -11 and CHT allo act inactive.
Screening CN1C(N)=NC(=O)/C1=C/c1ccccc1F returned OX1R antagonist -7 and CHT allo act inactive.
CC(C)c1ccc(/C=C2\C(=O)N(CCN3CCOCC3)C(=S)N2C)cc1 was read as OX1R antagonist -8 and CHT allo act inactive.
Screening COc1ccc(S(=O)(=O)N2CCC(C(=O)NCc3cccnc3)CC2)cc1OC returned OX1R antagonist -15 and CHT allo act inactive.
`CCOc1ccc(NC(=O)CN(C)C(=O)c2cccnc2Sc2ccc(C)c(C)c2)cc1OCC` gave OX1R antagonist -17 and CHT allo act inactive.
`CCn1cnc2cc(NC(=O)c3cccs3)ccc21` gave OX1R antagonist -3 and CHT allo act inactive.
For OC(COCc1cccs1)CN1CCCCCC1 (stereo not given) the results were OX1R antagonist -21 and CHT allo act inactive.
Screening CN(c1ccccc1)S(=O)(=O)c1cccc(NC(=O)Cn2cnc3ccccc3c2=O)c1 returned OX1R antagonist -18 and CHT allo act inactive.
CCN(C(=O)COC(=O)/C=C/c1cccc([N+](=O)[O-])c1)c1c(N)n(Cc2ccccc2)c(=O)[nH]c1=O was read as OX1R antagonist 8.
For Cc1cc(C)c(SCCc2ccncc2)c(C)c1 the results were OX1R antagonist 18 and CHT allo act inactive.
For COc1ccc(C)cc1N(C(=O)c1ccccc1)c1nc2ccccc2s1 the results were OX1R antagonist -4 and CHT allo act inactive.
CCOn1c(=O)c(=O)n(OC)c2ccccc21 was read as OX1R antagonist -16 and CHT allo act inactive.
For CSc1nnc(C(C)(C)C)c(=O)n1/N=C/c1ccccc1O the results were OX1R antagonist -26 and CHT allo act inactive.
c1ccc(CC(Nc2ccccn2)c2ccccc2)cc1 (stereo not given) was read as OX1R antagonist -34 and CHT allo act inactive.
CCOC(=O)CN(C(=O)COc1nc(-c2ccccc2)cc(C)c1C#N)c1ccccc1 was read as OX1R antagonist -22 and CHT allo act inactive.
Screening Cn1nc(C(=O)NNC(=O)c2ccc(Cl)c(S(N)(=O)=O)c2)c2ccccc2c1=O returned OX1R antagonist 1.
Cc1ccc(Nc2c3c(nc4ncnn24)CC(C)CC3)cc1 (stereo not given) was read as OX1R antagonist -22 and CHT allo act inactive.
CCN1CCc2nc3ccccc3c(C(=O)Nc3ccc(C#N)cc3)c2C1 was read as OX1R antagonist 6 and CHT allo act inactive.
`CCOP(=O)(OCC)C(Nc1cccc(C(F)(F)F)c1)c1ccc(C)cc1` (stereo not given) gave OX1R antagonist -37 and CHT allo act inactive.
For CCOC(=O)N1CCN(C(=O)CN(C)S(=O)(=O)c2ccc(OCC)cc2)CC1 the results were OX1R antagonist -22 and CHT allo act inactive.
Screening Cc1onc(-c2c(F)cccc2Cl)c1C(=O)Nc1nc2ccccc2[nH]1 returned OX1R antagonist -15 and CHT allo act inactive.
For N#Cc1ccsc1NC(=O)CN1CCN(c2ccccn2)CC1 the results were OX1R antagonist -32 and CHT allo act inactive.
NNC(=O)c1ccc(COc2ccc([N+](=O)[O-])cc2)o1 was read as OX1R antagonist -5 and CHT allo act inactive.
Screening CCOCCCn1c(=O)c2ccccc2n2c(=S)[nH]nc12 returned OX1R antagonist -4 and CHT allo act inactive.
